# EPAC2 ag – qHTS for Agonist of cAMP-regulated guanine nucleotide exchange factor 4 (EPAC2): primary screen; Rap guanine nucleotide exchange factor 4 (Homo sapiens), Q8WZA2; EPAC2 activation, biochemical qHTS; response scale: 100% = 6.5 mM cAMP response; Potency, µM (series often up to 154 µM), inactives show at the top dose activation, most hits filed as activators; 0.079% of 360,000 active; AID 720711, 2013; further: potency means the concentration at half of the fitted maximal effect; nearly all actives have a fitted effect of over 50% in size
#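 EPAC2 (100 nM) mixed with Rap1B loaded with BODIPY-GDP (250 nM) plus 50 uM unlabeled GDP; compounds pinned in, 5 min RT, then read every 5 min for 30 min (ex 480, em 540 nm). Normalized to cAMP control.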
# D3 antag – qHTS of D3 Dopamine Receptor Antagonist: qHTS; D3R cells, DiscoveRx beta-arrestin luminescence, antagonist mode; stronger effect = lower value; max response, negative = inhibition, %; 2.5% of 360,000 active; AID 652054, 2013; D(3) dopamine receptor (Homo sapiens), P35462; in the data active means max response below about -50%; further: on the % scale 0 is the no-effect control and ±100 the full control effect; mostly tested at two doses, the higher about 12 µM
# Target sequence (P35462 whole entry, looked up): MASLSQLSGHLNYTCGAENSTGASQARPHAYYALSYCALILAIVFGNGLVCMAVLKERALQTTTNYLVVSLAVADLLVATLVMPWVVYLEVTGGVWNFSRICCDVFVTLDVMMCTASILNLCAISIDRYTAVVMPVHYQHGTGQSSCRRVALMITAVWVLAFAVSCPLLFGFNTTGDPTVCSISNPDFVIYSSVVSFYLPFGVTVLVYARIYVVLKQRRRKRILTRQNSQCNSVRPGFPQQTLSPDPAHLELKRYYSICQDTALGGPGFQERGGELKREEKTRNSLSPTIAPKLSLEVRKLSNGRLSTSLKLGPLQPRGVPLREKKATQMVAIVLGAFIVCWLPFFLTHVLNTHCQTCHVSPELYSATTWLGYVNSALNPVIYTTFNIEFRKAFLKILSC
#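 Cells plated overnight at 1500 cells/well, then exposed to library compounds with dopamine controls for 90 minutes at 37 degrees C. DiscoveRx reagent added for 30–60 minutes at room temperature; luminescence read, quantitative HTS format.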
# CCT modulator – High-Throughput Screening for Modulators of Cytosolic Chaperonin Activity; AID 651819, 2012; 0.3% of 360,000 active; activity change, % (no concentration beside the values), hits read low; purified chaperonin ATPase assay, HTRF ADP detection, 30 min; in the data active means activity change below about -30%; further: on the % scale 0 is the no-effect control and ±100 the full control effect
#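 Nucleotide hydrolysis assay: TRiC at 20–40 nM final (set by batch activity) with 10 uM ATP, 30 min at 37 °C, in presence of 76 uM compound. Detection by competitive ADP HTRF, 30 min ambient.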
# Mm-Cpn inhibitor – Inhibitors of TCP-1 ring complex (TRiC) of Methanococcus maripaludis (MmCpn): qHTS; Chaperonin Mm-Cpn (Methanococcus maripaludis); Potency, µM (series often up to 76.9 µM), without a hit: at the highest dose activity, negative = inhibition, hits mostly inhibitors; 0.031% of 330,000 active; purified Mm-Cpn ATPase, ADP Transcreener TR-FRET; further: potency means the concentration at half of the fitted maximal effect; on the % scale 0 is the no-effect control and ±100 the full control effect; nearly all actives have a fitted effect of over 80% in size
#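 Purified archaeal chaperonin (25 nM final) was preincubated with compound for 10 min at 37°C, then ATP (10 uM final) was added for 30 min at 37°C in Tris pH 7.4/KCl/MgCl2/DTT buffer. ADP was quantified by HTRF Transcreener TR-FRET.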
# EPAC2 antagonist – qHTS for Antagonist of cAMP-regulated guanine nucleotide exchange factor 2 (EPAC2): primary screen; Rap guanine nucleotide exchange factor 4 (Homo sapiens), Q8WZA2; 0.18% of 360,000 active; Potency, µM (series often up to 114 µM), for inactives: top-dose activity, negative = inhibition, actives largely listed as inhibitors; EPAC2 GEF exchange of Rap1B-BODIPY-GDP, fluorescence; AID 720708, 2013; further: potency means the concentration at half of the fitted maximal effect; on the % scale 0 is the no-effect control and ±100 the full control effect; nearly all actives have a fitted effect of over 45% in size; many of its hits are not listed in these tables
# PTHR1 agonist – qHTS for PTHR1 Agonists: Primary Screen | Potency, µM (doses to about 115 µM), without a hit: at the top dose activation, hits mostly activators | AID 743266, 2014 | 0.075% of 410,000 active | HEK293 GP2 PTHR1 cells, GloSensor cAMP luminescence, 1 h; further: potency means the concentration at half of the fitted maximal effect; nearly all actives have a fitted effect of over 55% in size; some results filed as inactive show a strong effect at the top dose; inactives centre near -15; many of its hits are not listed in these tables
# Target sequence (Q03431 whole entry, looked up): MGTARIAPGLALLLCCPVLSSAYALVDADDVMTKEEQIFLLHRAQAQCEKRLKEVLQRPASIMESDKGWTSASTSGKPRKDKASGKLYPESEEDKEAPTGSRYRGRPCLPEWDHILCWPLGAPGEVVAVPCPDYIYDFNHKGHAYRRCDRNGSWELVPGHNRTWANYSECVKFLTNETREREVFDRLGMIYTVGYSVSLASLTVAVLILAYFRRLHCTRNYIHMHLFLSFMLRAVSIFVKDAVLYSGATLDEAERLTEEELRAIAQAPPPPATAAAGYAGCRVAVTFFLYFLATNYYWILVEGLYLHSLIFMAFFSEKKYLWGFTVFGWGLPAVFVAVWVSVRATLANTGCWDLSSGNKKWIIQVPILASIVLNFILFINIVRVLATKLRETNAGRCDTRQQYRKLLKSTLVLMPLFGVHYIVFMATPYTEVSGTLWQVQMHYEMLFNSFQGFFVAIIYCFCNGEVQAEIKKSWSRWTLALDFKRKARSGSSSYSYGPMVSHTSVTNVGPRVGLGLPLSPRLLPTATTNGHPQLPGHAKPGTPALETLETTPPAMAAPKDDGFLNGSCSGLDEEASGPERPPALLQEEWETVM
#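 HEK-293-derived GP2 cells expressing PTHR1 and a GloSensor cAMP reporter, 3,000/well, plated overnight, given luciferin plus IBMX (each 0.5 mM as added) for 1 h at 37 °C, then compound for 1 h at 37 °C. Luminescence was read after 15 min at room temperature.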
# DRD3 agonist – qHTS of D3 Dopamine Receptor Agonist: qHTS; D(3) dopamine receptor (Homo sapiens), P35462; D3R DiscoveRx beta-arrestin cells, luminescence, 90 min; max activation, %; 0.58% of 410,000 active; in the data active means max activation above about 30%; further: 0% is about no effect; mostly tested at two doses, the higher about 12 µM
#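 Agonist-mode cell screen: cells plated at 1500/well and incubated overnight at 37 °C, then exposed to library compounds for 90 min at 37 °C. Detection reagent was added for 30–60 min at room temperature, and luminescence was read.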
# Akt phos inh – HTS Assay for Inhibitors of Akt Phophorylation: Primary Screen. 0.32% of 360,000 active. activity change, % for hits at 50 µM. Neuro2A IGF-stimulated pAkt S473 HTRF, 20 min; stronger effect = lower value; in the data active means activity change below about -80%; further: on the % scale 0 is the no-effect control and ±100 the full control effect
#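 Single-point screen (50 µM final compound) in Neuro2A cells stimulated 20 min with 6 nM IGF at 37 deg C. After lysis, Ser473-phosphorylated Akt read by HTRF (ex 330 nm, em 615/665 nm) as the 665/615 ratio.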
# Starred values were filed as active, the others as inactive; i = inactive; · = no result given; & = joins results of further samples; [ ] = another dose, or the depositor's remark. Unless noted, the call rests on the fitted dose curve; in most records, active means well fitted curve in the direction sought with a large enough effect; inconclusive means small, poorly fitted or top-dose-only effect, or another doubt; inactive means no such curve, though single readings can be large; an effect the other way counts as inactive or inconclusive.
SMILES,EPAC2 ag,D3 antag,CCT modulator,Mm-Cpn inhibitor,EPAC2 antagonist,PTHR1 agonist,DRD3 agonist,Akt phos inh
CCOc1ccc(CCNC(=O)C2CCCN(c3nn4c(=O)cc(C)nc4s3)C2)cc1 (stereo not drawn),9.3%,-12.1,-7.0,-0.4%,-0.3%,-14.8%[57.5 µM],-8.1,i
O=C(CN1C(=O)NC2(CCCC2)C1=O)Nc1ccccc1C(F)(F)F,3.8%,2.5,0.5,0.9%,3.9%,i,-7.8,i
COc1ccc(S(=O)(=O)n2nc(-c3ccc(Cl)cc3)cc2N)cc1OC,11.1%,7.1,-0.4,2.3%,-3.6%,-33.6%[inhibitor],4.4,i
O=C(/C=C/c1cccc([N+](=O)[O-])c1)NCCSc1ccccc1,-19.6%,-24.3,2.9,0.6%,0.0%[57.1 µM],-24.0%[57.5 µM],-5.5,i
Cc1ccc2cccc(S(=O)(=O)N3CCCc4ccccc43)c2n1,12.2%,9.0,-0.9,-1.3%,-18.4%,-31.4%[inhibitor],5.0,i
Cc1ccc(C)c(-n2c(-c3csc(C)c3)n[nH]c2=S)c1,6.1%,-19.2,-4.0,-1.3%,-3.9%,i,-41.8,i
O=C1C(=O)N(c2ccccc2)C(c2ccccc2)C1c1ccccc1 (stereo not drawn),0.3%,3.4,0.3,·,-16.9%,i,2.3,i
COc1cccc(NC(=O)CN(C)C(=O)c2ccc(S(=O)(=O)Nc3ccccc3F)cc2)c1,9.8%,-11.7,1.2,-2.0%,6.6%,-21.6%,-22.9,i
COC(=O)Cc1c(O)ccn(Cc2ccc(OC)c(OC)c2)c1=O,9.9%,1.2,0.5,-0.5%,1.8%,i,3.2,i
CCNC(=S)NNC(=O)Cc1ccccc1,3.7%,-18.3,1.7,1.0%,-12.2%,i,6.2,i
Cc1ccc(N(Cc2ccccc2)C(=O)c2cc(S(=O)(=O)N3CCOCC3)ccc2N2CCCC2)cc1,17.5%,-5.1,1.9,-1.2%,17.6%,-38.2%,-27.0,i
Cc1ccc(S(=O)(=O)NC(C)(C)CN2CCC(Cc3ccccc3)CC2)cc1,24.1%,-58.8*,0.9,-0.8%,-10.9%,-26.7%,-19.0,i
CC1CCCN(Cc2c(O)ccc3c2O/C(=C\c2ccco2)C3=O)C1 (stereo not drawn),-59.9%[inhibitor],10.9,0.6,-6.9%,47.9%[activator],i,1.0,i
Nc1nc(SCC(=O)Nc2ccccc2C(F)(F)F)[nH]c(=O)c1-c1ccccc1,2.6%,-12.0,-3.6,-5.7%,4.9%,-16.0%,-0.2,i
COc1ccc(S(=O)(=O)N2CCC(C(=O)Nc3c(F)cccc3F)CC2)cc1,-4.8%,11.4,-0.1,-15.1%,3.6%,-9.1%,-0.4,i
CC1=NN(C(C#N)c2cccc([N+](=O)[O-])c2)C(C)(C)C1 (stereo not drawn),11.7%,-14.5,-0.3,3.0%,-4.7%,i,-3.3,i
CC1(c2ccccc2)NC(=O)N(CC(=O)Nc2nnc(C3CC3)s2)C1=O (stereo not drawn),5.2%,0.6,-3.1,-1.3%,8.5%,i,8.9,i
CC1(C)CC(=O)C2=C(C1)OC1=C(C(=O)CC(C)(C)C1)C2c1ccccc1,-6.1%,-14.2,-1.4,-1.9%,9.9%,i,10.3,·
Cc1cccc(COC[C@H](Cc2ccccc2)N2CCN(C(=O)c3cccc(C)c3)CCC2=O)c1,8.1%,0.0,1.2,·,-24.7%,i,0.2,i
CCC1CN(C(=O)N2CCC(C(=O)NCc3cccc(OC)c3OC)CC2)c2cc(C)ccc2O1 (stereo not drawn),3.0%,20.3,-1.0,3.0%,-7.1%,-21.1%,0.3&-8.5,i
Cc1cc2c(c(=O)n1Cc1cccnc1)C(c1ccccc1)C(C#N)=C(N)O2 (stereo not drawn),2.2%,19.1,-3.2,0.2%,11.2%,i,-1.6,i
Cc1c(C(=O)N(Cc2ccc(F)cc2)C2CCS(=O)(=O)C2)oc2ccccc12 (stereo not drawn),2.3%,21.8,-0.6,0.0%,-23.4%,-3.4%,6.3,i
COc1ccc(CNC(=O)COC(=O)C2CC3C=CC2C3)cc1 (stereo not drawn),3.8%,2.6,-0.3,-0.3%,3.0%,-4.3%,13.5,i
Cc1ccccc1NC(=S)NC(=O)c1cc(-c2ccccc2)nc2ccccc12,7.4%,0.0,-0.4,-7.7%,0.0%,-2.6%[57.5 µM],-12.0,i
COc1ccc(CC(=O)Nc2ccc(-c3csc(C)n3)cc2)cc1,0.0%[15.6 µM],7.3,-1.1,1.2%,-6.3%,-2.9%[57.5 µM],-3.2,·
SMILES,EPAC2 ag,D3 antag,CCT modulator,Mm-Cpn inhibitor,EPAC2 antagonist,PTHR1 agonist,DRD3 agonist,Akt phos inh
OCC[C@H]1C[C@H](O)[C@@H](O)[C@@]2(CCCCO2)O1,5.5%,30.1,1.4,0.6%,-3.4%,i,-1.1,i
Cn1cccc1CNC(=O)Nc1ccc(Cl)c(Cl)c1,5.9%,31.3,0.6,0.0%,-3.3%,-24.0%[57.5 µM],-0.3,i
COc1ccc2cnn(CCOc3ccccc3)c(=O)c2c1OC,0.1%,13.0,0.5,0.8%,3.7%,-34.6%[inhibitor],-1.2,i
O=C1C=C(N2CCCCCC2)C2(CCCCC2)O1,9.3%,-7.2,-3.7,4.2%,-1.7%,i,9.5,i
O=C(NCCc1ccccc1)c1ccc(S(=O)(=O)N2CCCC2)cc1,-3.8%,-2.8,-0.2,2.2%,2.7%,i,-1.7,i
Oc1c(C(c2ccccn2)N2CCC(Cc3ccccc3)CC2)cc(Cl)c2cccnc12 (stereo not drawn),-2.4%,-111.9*,-0.8,0.3%,0.6%,i,-17.1,i
CCC(=O)NC(=S)Nc1ccccc1C(=O)OC,8.4%,5.0,1.5,0.8%,-0.1%,i,0.5,i
NNC(=O)c1ccccc1OCc1ccccc1,6.7%,20.6,-0.5,0.3%,0.3%,-36.0%[inhibitor],1.3,i
COc1cc(S(=O)(=O)NCCCn2ccnc2)ccc1F,-1.6%,-24.7,-4.2,1.6%,18.2%,-12.1%,6.5,i
C#CCN(C[C@H]1[C@H](OC(=O)Nc2c(C)noc2C)[C@H](OC(=O)Nc2c(C)noc2C)C[C@H]2C(=O)N(c3ccccc3)C(=O)[C@@H]12)S(=O)(=O)c1ccc(C)cc1,5.2%,-23.0,1.5,·,6.1%,1.0%,-6.8,i
CCCCCC(=O)NNC(=S)NC(=O)c1ccccc1[N+](=O)[O-],10.0%,-20.8,-1.3,3.5%,-1.4%,i,-0.7,i
COCCN(CCOC)C(=O)c1sc2nc(-c3ccccc3)cn2c1C,-5.4%,-24.5,-0.4,2.5%,9.6%,-8.1%[57.5 µM],-1.9,i
CC1=CC2=NC(=O)C(c3ccccc3)C(=O)N2C=C1 (stereo not drawn),6.0%,-1.2,-3.4,·,9.6%,i,-0.4,i
COc1cccc(NC(=O)CSc2nncn2-c2ccccn2)c1,1.6%,-17.9,-0.1,-0.2%,5.1%[57.1 µM],-5.1%[57.5 µM],4.6,i
O=c1cc2c(nn1Cc1ccc(Cl)cc1Cl)-c1ccccc1CC2,10.8%,-5.8,-2.9,-3.9%,-9.7%,-86.9%,0.4,i
Cc1nn(C)cc1C1C(C#N)=C(N)N(c2ccc(F)c([N+](=O)[O-])c2)C2=C1C(=O)CCC2 (stereo not drawn),-5.0%,-0.7,0.7,-1.5%,-6.9%,i,6.5,i
COC(=O)Cn1cc(C(=O)C2CC2)c2ccccc21,6.9%,8.2,0.4,-1.3%,7.2%,i,1.3,i
Cc1nc(NC(=O)/C=C/c2ccccc2)n[nH]1,0.1%,-25.8,-6.4,-0.6%,-1.1%,-36.5%[inhibitor],-2.8,i
CCCNc1nc(Cl)nc(NCc2cccnc2)n1,9.0%,-5.0,-2.1,0.2%,4.6%,-19.9%,3.1,i
CCC(=O)n1nc(-c2ccccc2)nc1N,0.6%,8.7,1.4,1.6%,0.0%,22.7%[57.5 µM],3.0,i
CCCCNC(=O)C1CCCNC1=O (stereo not drawn),10.5%,-19.5,-2.0,-1.7%,-5.5%,-0.6%[57.5 µM],-10.4,i
Cc1nc2ccc(NS(=O)(=O)c3ccc(F)cc3F)cc2s1,5.7%,-10.0,-3.9,-1.7%,11.0%,-35.1%[inhibitor],8.8,i
COc1ccc(CN2CCN(C(=O)c3ccc(S(=O)(=O)NCc4ccco4)cc3)CC2)cc1F,-7.2%,28.0,-3.2,1.0%,-1.1%,-34.7%[inhibitor],7.7,i
COc1cccc(C=Nc2ccccc2C(=O)Nc2nccs2)c1OC,12.4%,-73.7*,-3.8,-10.6%,-20.3%,i,-3.8,i
O=C(Nc1cccc(-c2nc3ccccc3o2)c1)c1ccc(N2C(=O)C3C4C=CC(C4)C3C2=O)cc1 (stereo not drawn),-0.8%,12.3,-2.0,-6.3%,9.5%,i,1.5,i
C=CCc1c(OC)ccc2c1c(S(=O)(=O)c1ccc(C)cc1)cn2COC,27.0%,-9.8,-2.2,-10.8%,-24.7%,i,10.6,i
CCC(C)NCCCOc1c(C)cc(C)cc1Br (stereo not drawn),11.7%,-54.3*,-1.3,2.2%,-6.1%,13.3%,-3.5,i
O=C(Nc1ccc2oc(-c3ccc(Cl)c(Cl)c3)nc2c1)c1ncn[nH]1,-7.5%,-3.2,-3.5,2.4%,-0.3%,-8.3%,-1.5,i

# Entries of single compounds from above. Screens in order: EPAC2 ag, D3 antag, CCT modulator, Mm-Cpn inhibitor, EPAC2 antagonist, PTHR1 agonist, DRD3 agonist, Akt phos inh
# Profile of `COc1ccc(CN2CCN(C(=O)c3ccc(S(=O)(=O)NCc4ccco4)cc3)CC2)cc1F` = -7.2%, 28.0, -3.2, 1.0%, -1.1%, -34.7%[inhibitor], 7.7, i
# Profile of `Cc1nc(NC(=O)/C=C/c2ccccc2)n[nH]1` = 0.1%, -25.8, -6.4, -0.6%, -1.1%, -36.5%[inhibitor], -2.8, i

# This is a subset, so the mix of outcomes need not match the whole.
